ALOX12 inh – inhibitors of human 12S-lipoxygenase ALOX12; 1.1% of 580,000 active; purified 12hLO, xylenol orange hydroperoxide absorbance; P18054; Potency, µM (doses to about 108 µM), without a hit: top-dose activity change, negative = inhibition, hits mostly inhibitors; also: potency is read from the fitted curve at half-maximal effect; % is scaled to controls: 0 for no effect and ±100 for the full control effect
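Purified human 12hLO (150 nM final) in 25 mM Hepes, 0.01% Triton X-100, pH 7.0 was preincubated 15 min at room temperature with compound. Then 40 uM arachidonic acid was added, 30 min. Hydroperoxide was read by Fe-XO absorbance ratio 573/405 nm.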
HP1b chromo inh – blocks HP1-beta chromodomain binding to methylated histone tails. 0.56% of 390,000 active. Potency, µM (top dose mostly 114 µM), without a hit: at the top dose activity change, negative = inhibition, hits mostly inhibitors. AlphaScreen HP1-beta / biotin-H3K9me3 peptide binding. P83916; also: potency is read from the fitted curve at half-maximal effect; nearly all actives have a fitted effect of over 70% in size; inactives centre near 23
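HP1-beta protein (50 nM final) preincubated 30 min at room temperature with biotinylated H3(1-18)K9me3 peptide (50 nM) in PBS pH 7.4, 0.01% Tween-20, then compound added for 30 min. AlphaScreen streptavidin donor/nickel chelate acceptor beads (10 ug/mL final), 30 min dark, luminescence read.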
RGS4 inh – human RGS4 inhibition. P49798. Transcreener GDP fluorescence polarization, RGS4-accelerated GTP hydrolysis. Potency, µM (series often up to 114 µM), for the others: at the top dose activity change, negative = inhibition, actives largely listed as inhibitors. 0.039% of 390,000 active. AID 504845; also: potency is read from the fitted curve at half-maximal effect; % is scaled to controls: 0 for no effect and ±100 for the full control effect; nearly all actives have a fitted effect of over 75% in size; some results filed as inactive show a strong effect at the top dose
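MLSMR compounds (23 nl, pin-transferred) preincubated 10 min at room temperature with a 500nM (2x) first reagent, then RGS4 at 900nM (2x) plus Transcreener GDP mix added; fluorescence polarization (620/688 nm) read before and after 90 min at 30 °C.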
JMJD2A Tudor inh – JMJD2A Tudor domain (human) inhibition. O75164. AlphaScreen JMJD2A-Tudor / H3K4me3 peptide binding. Potency, µM (highest dose often 114 µM), without a hit: at the top dose activity change, negative = inhibition, actives largely listed as inhibitors. 4.4% of 390,000 active; also: potency is read from the fitted curve at half-maximal effect; % is scaled to controls: 0 for no effect and ±100 for the full control effect; nearly all actives have a fitted effect of over 50% in size
ERG-DNA inh – inhibitors of human ERG Ets domain-DNA interaction. P11308. Potency, µM (doses to about 76.9 µM), for inactives: top-dose FP activity, negative = inhibition, most hits filed as inhibitors. fluorescence polarization, His-ERG Ets domain / labelled DNA. 0.028% of 370,000 active. AID 624246; active = well fitted inhibition curve with a large enough effect in the polarisation, with a control signal flat; inconclusive = small, poorly fitted or top-dose-only effect, or effect the other way, or a change in a side signal; inactive = no such curve, though single readings can be large or run the other way; the % refers to the polarisation;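 also: polarization taken with two DNA probes labelled with fluorescein and Texas red; potency is read from the fitted curve at half-maximal effect; % of control where 0% means no effect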
Target sequence (P11308 whole entry, looked up, the tested form may be a part): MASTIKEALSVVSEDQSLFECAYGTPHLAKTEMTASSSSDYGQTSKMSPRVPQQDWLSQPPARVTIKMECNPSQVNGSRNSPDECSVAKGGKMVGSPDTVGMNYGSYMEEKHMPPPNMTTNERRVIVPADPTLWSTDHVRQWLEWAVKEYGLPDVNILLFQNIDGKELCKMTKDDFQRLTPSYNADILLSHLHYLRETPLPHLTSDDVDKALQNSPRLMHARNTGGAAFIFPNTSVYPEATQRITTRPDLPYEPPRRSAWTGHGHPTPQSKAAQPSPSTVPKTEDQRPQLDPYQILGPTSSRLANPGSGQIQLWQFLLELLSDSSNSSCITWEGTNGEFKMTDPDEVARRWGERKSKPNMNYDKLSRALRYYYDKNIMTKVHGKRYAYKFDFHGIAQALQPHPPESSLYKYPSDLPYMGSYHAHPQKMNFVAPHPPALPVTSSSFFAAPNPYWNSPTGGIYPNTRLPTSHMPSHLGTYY
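His-tagged ERG Ets domain (1 uM in the protein solution; 300mM KCl, 50mM Tris-HCl, 1mM EDTA, 1mM DTT, pH 7.5) received compound, then a probe mix of 5 nM fluorescein-DNA and 100nM Texas-615-DNA. Fluorescence polarization was read for both dyes.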
PI4K2A block – PI4K2A (human) kinase inhibition. purified PI4K2A, ADP-Glo luminescence, 1 h; active compounds read low. activity change, negative = inhibition, % at 76.9 µM. 0.13% of 420,000 active. AID 1346378; in the data active = activity change below about -50%; inconclusive = mostly about -30% to -49%;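 also: -100% = wells without enzyme as full effect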
Target sequence (Q9BTU6 whole entry, looked up): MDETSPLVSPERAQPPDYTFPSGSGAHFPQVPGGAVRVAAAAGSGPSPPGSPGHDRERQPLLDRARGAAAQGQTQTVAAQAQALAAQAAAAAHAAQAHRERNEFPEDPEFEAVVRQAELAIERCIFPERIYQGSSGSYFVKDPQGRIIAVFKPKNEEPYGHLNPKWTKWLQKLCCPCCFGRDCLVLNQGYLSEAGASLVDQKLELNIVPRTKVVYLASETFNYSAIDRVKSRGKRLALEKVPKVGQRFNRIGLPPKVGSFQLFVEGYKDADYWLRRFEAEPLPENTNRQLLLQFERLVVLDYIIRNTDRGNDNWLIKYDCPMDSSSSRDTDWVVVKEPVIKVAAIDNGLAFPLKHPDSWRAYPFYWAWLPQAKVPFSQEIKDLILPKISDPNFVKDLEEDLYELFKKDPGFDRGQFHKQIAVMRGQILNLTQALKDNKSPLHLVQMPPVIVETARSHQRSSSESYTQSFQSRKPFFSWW
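PI4K2A activity was measured by ADP-Glo luminescence: enzyme (4 ug/mL stock) and phosphatidylinositol (1.2 mM stock) in Tris pH 7.5/MgCl2/EGTA/Triton X-100 buffer were reacted with ATP (300 microM stock) for one hour at ambient temperature.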
G9a inh – inhibitors of human histone lysine methyltransferase G9a; G9a H3K9 monomethylation, AlphaScreen, 2 h; Q96KQ7; AID 504332; Potency, µM (doses to about 102 µM), for the others: at the highest dose activity, negative = inhibition, usual class: inhibitors; 8.8% of 350,000 active; also: potency is read from the fitted curve at half-maximal effect; % is scaled to controls: 0 for no effect and ±100 for the full control effect; nearly all actives have a fitted effect of over 75% in size
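AlphaScreen detection with an anti-monomethyl H3K9 antibody quantified product after a 2 h room-temperature reaction containing 500 nM biotinylated H3K9 peptide, 20 µM SAM and 20 nM enzyme, which had been preincubated 15 min with compound.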
BAZ2B block – BAZ2B (human) inhibition. Q9UIF8. AlphaScreen BAZ2B-H3K14Ac peptide displacement. Potency, µM (titrated, usually from 114 µM), inactives show at the highest dose activity change, negative = inhibition, usual class: inhibitors. 4.4% of 360,000 active; also: potency is read from the fitted curve at half-maximal effect; % is scaled to controls: 0 for no effect and ±100 for the full control effect; nearly all actives have a fitted effect of over 60% in size
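AlphaScreen displacement: compounds (up to 110uM) incubated 30 min at room temperature with a preformed 50 nM BAZ2B/50 nM biotinylated H3K14Ac peptide complex in PBS pH 7.4 with Tween-20. Donor and acceptor beads at 10 ug/mL final added, 20 min light-protected before reading.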
GLS inh – blocks human kidney-isoform glutaminase activity; AID 624170; Potency, µM (series often up to 45.5 µM), for the others: at the highest dose activity change, negative = inhibition, most hits filed as inhibitors; 0.21% of 410,000 active; GLS enzymatic activity, qHTS titration; also: potency is read from the fitted curve at half-maximal effect; % is scaled to controls: 0 for no effect and ±100 for the full control effect
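hKGA in 45 mM KH2PO4 pH 8.2, 0.02% Tween-20 with pin-transferred compounds; 1 mM L-glutamine (stock) plus glutamate oxidase/HRP/Amplex Red coupling added. Fluorescence read initially and after 30 min at RT.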
* = called active by the depositor; ? = inconclusive; · = not tested or not shown; [ ] = dose if it differs, or a comment. Unless noted, calls follow the shape of the dose curve; as a rule, active = well fitted curve in the direction sought with a large enough effect; inconclusive = small, poorly fitted or top-dose-only effect, or another doubt; inactive = no such curve, though single readings can be large; an effect the other way counts as inactive or inconclusive. An excerpt; the hit share may differ from the screen's.

SMILES	ALOX12 inh	HP1b chromo inh	RGS4 inh	JMJD2A Tudor inh	ERG-DNA inh	PI4K2A block	G9a inh	BAZ2B block	GLS inh
O=C(C=Cc1cccnc1)c1ccccc1	0%	25%	-32%	-6%	-1%	3	·	·	-1%
CCCN(CCC)C(=O)Cn1c(SCc2cccc(F)c2)nc2cccnc21	-15%	-7%	4%	-17%	-4%	-7	-1%[59 µM]	1%	-8%
CCOc1ccc2nc(NC(=O)c3cc(=O)c4ccc(C)cc4o3)sc2c1	-23%	26%	-19%	-2%	-2%	-1	-28%[59 µM]	-20%	3%
CCC(CC)C(=O)Nc1cc([N+](=O)[O-])ccc1Cl	-10%	26%	22%	-8%	·	-1	-5%[59 µM]	5%	-2%
CCCCC(=O)NNC(=S)NC(=O)c1ccc([N+](=O)[O-])cc1	?	?	?	32µM*	-18%	7	2.8µM*	?	-1%
O=C(Nc1c(-c2ccccc2)nc2ccccn12)c1cccs1	2%	45%[activator]	-20%	6%	4%	-1	32%[59 µM]	5%	-21%
CN(CCOc1ccccc1)c1ccc(S(=O)(=O)N2CCCCC2)cn1	0%	54%[activator]	10%	13%	-1%	1	5%	5%	9%
CCC(C)NC(=O)c1cnn(-c2cccc(F)c2)c1-n1cccc1 (stereo unspecified)	?	15%	-21%	-10%	0%	-4	0%[59 µM]	3%	0%
CCCC(C)NC(=O)CN1C(=O)c2cccc3cccc1c23 (stereo unspecified)	4%	67%[activator]	-33%	2%	2%	-8	-5%	-20%	0%
COc1ccccc1C(=O)NCCC(=O)NC1CCCC(C)C1C (stereo unspecified)	1%	23%	2%	-1%	-23%	5	-23%	1%	-22%
COc1ccc(F)cc1S(=O)(=O)N1CC(C)CC(C)C1 (stereo unspecified)	-5%	49%[activator]	14%	15%	-19%	3	32%[activator][59 µM]	2%	-1%
COc1cccc(-c2csc(N3CCN(C(=S)Nc4cccc(Cl)c4)CC3)n2)c1	-13%	-15%	-23%	-30%	·	-1	-31%[59 µM]	-27%	7%
O=C(Oc1ccc(C(=S)N2CCOCC2)cc1Cl)c1ccccc1F	-13%	-14%	-19%	-35%	-3%	-4	-9%[0.501 µM]	-31%	3%
CCOC(=O)C(C#N)(Cc1cc(OC)cc(OC)c1)Cc1cc(OC)cc(OC)c1	4%	20%	15%	-9%	·	4	·	·	-3%
CC(=O)N/C(=C\c1ccccc1)C(=O)OCC(=O)Nc1ccc(C)c(S(=O)(=O)N(C)C)c1	-29%	20%	3%	-18%	10%	11	·	·	-5%
CCOc1ccc(C2/C(=C(/O)c3ccc(OC)cc3)C(=O)C(=O)N2c2cc(C)on2)cc1OC (stereo unspecified)	?	18%	-51%	-28%	-17%	1	?	-4%	1%
O=C(NCC(=O)N(c1cccc(F)c1)C(C(=O)NC1CCCC1)c1ccncc1)c1cccs1 (stereo unspecified)	-5%	33%	-5%	-1%	5%	-1	-4%[59 µM]	1%	6%
COc1ccc(NCc2cc3cc4c(cc3n(CC(=O)Nc3ccc(F)cc3)c2=O)OCCO4)cc1	0%	44%[activator]	-7%	3%	9%	-3	?	-5%	-19%
Cc1ccc(NC(=O)C2CCCN(S(=O)(=O)c3cccnc3)C2)cc1C (stereo unspecified)	-9%	25%	-10%	1%	-14%	0	·	22%	-3%
N#CC1C(=O)NC(=O)C(C#N)C12CCCC(C(F)(F)F)C2 (stereo unspecified)	-26%	-3%	4%	-17%	-2%	-3	·	·	24%
CCC(C)(C)NC(=O)C(c1ccc(OC)cc1)N(C(=O)CCC(=O)Nc1cc(C)on1)c1ccc(F)cc1 (stereo unspecified)	-13%	8%	9%	-26%	-13%	3	15%	-5%	3%
CC12CCC(=O)N1C(C(=O)Nc1ccc(S(=O)(=O)N3CCCCC3)cc1)CS2 (stereo unspecified)	22%	39%[activator]	-7%	-5%	-1%	0	24%[2.33 µM]	6%	-5%
Cc1ccc(S(=O)(=O)N2CCN(C(=O)COc3ccc(Br)cc3)CC2)cc1	-4%	-14%	-34%	-11%	-4%[15.4 µM]	-1	11%[12.7 µM]	1%	-1%
COc1ccc(Br)c(OC)c1C(=O)NC(=O)Nc1c(F)cccc1F	-26%	24%	11%	-1%	3%	-1	14%	-13%	-3%
COc1ccc2nc3c(cc2c1)c(NC(=O)C1CCCO1)nn3CC(C)C (stereo unspecified)	2%	137%	0%	68%[activator]	-3%	26	110%[activator]	70%[activator]	6%

3 entries from above, arranged by molecular weight, smallest number first.
SMILES	ALOX12 inh	HP1b chromo inh	RGS4 inh	JMJD2A Tudor inh	ERG-DNA inh	PI4K2A block	G9a inh	BAZ2B block	GLS inh
N#CC1C(=O)NC(=O)C(C#N)C12CCCC(C(F)(F)F)C2 (stereo unspecified)	-26%	-3%	4%	-17%	-2%	-3	·	·	24%
CCCCC(=O)NNC(=S)NC(=O)c1ccc([N+](=O)[O-])cc1	?	?	?	32µM*	-18%	7	2.8µM*	?	-1%
COc1ccc2nc3c(cc2c1)c(NC(=O)C1CCCO1)nn3CC(C)C (stereo unspecified)	2%	137%	0%	68%[activator]	-3%	26	110%[activator]	70%[activator]	6%

Other compounds follow.
SMILES	ALOX12 inh	HP1b chromo inh	RGS4 inh	JMJD2A Tudor inh	ERG-DNA inh	PI4K2A block	G9a inh	BAZ2B block	GLS inh
CN(CC(=O)Nc1ccccc1Br)C(=O)c1cccn1C	9%	23%	-21%	-16%	11%	-2	2%[0.501 µM]	?	-7%
COc1ccc(C2(CCN=Cc3ccc(N(C)C)cc3)CCOC(C)(C)C2)cc1 (stereo unspecified)	14%	3%	-14%	-15%	-4%	-3	54%[activator][59 µM]	-6%	-1%
COc1ccccc1C(=O)NCCC(=O)NCC1CCCCC1	6%	34%	3%	2%	17%	-2	·	·	-25%
Cc1ccc(/C=C/c2onc(C)c2S(=O)(=O)N2CCC(C(=O)NC(C)(C)C)CC2)cc1	-11%	30%	-1%	-14%	-10%	0	3%	-8%	0%
COc1cc([N+](=O)[O-])c2nccnc2c1	-2%	42%[activator]	-7%	?	-2%	3	20%	4%	-4%
CCNC(=S)N(Cc1c(C)noc1C)c1ccccc1	-13%	34%	12%	-8%	-4%	-5	1%[59 µM]	12%	8%
Cc1n(CC(O)COCc2ccccc2)c2ccccc2[n+]1C (stereo unspecified)	?	24%	-12%	-8%	-1%	1	17%[59 µM]	56µM*	-2%
O=C(/C=C(/c1ccc(Cl)cc1)n1cncn1)c1ccccc1	?	11%	1%	-7%	0%	-1	?	-39%	1%
Cc1sc2c(c1C)c(=O)n(-c1ccc(Cl)cc1)c(=O)n2Cc1c(F)cccc1Cl	-19%	5%	13%	-17%	5%	-5	-6%[59 µM]	3%	6%
Cc1nnc(SCC(=O)Nc2cc(C(C)(C)C)nn2-c2ccccc2)s1	3%	12%	-1%	-21%	4%	2	1%[59 µM]	4%	8%
CCOc1ccc(C2C=C(c3cccc(OC)c3)Nc3nnnn32)cc1 (stereo unspecified)	-8%	6%	3%	-11%	-3%	-8	6%[59 µM]	-11%	0%
CCOc1ccc(-c2csc3ncn(-c4ccc(OC)cc4)c(=O)c23)cc1	3%	17%	12%	-8%	1%	-5	34%	-9%	1%
Cc1cccc(OCc2nc(-c3cccnc3)no2)c1	3%	40%[activator]	-7%	1%	5%	2	16%[59 µM]	3%	8%
CCCCOCCCNC(=O)Cc1cccs1	10%	23%	5%	-10%	-1%	0	18%	-3%	0%
COc1cc2cc(C(c3nnnn3C3CCCC3)N3CCc4ccccc43)c(=O)[nH]c2cc1OC (stereo unspecified)	-27%	26%	10%	-11%	1%	-2	45µM*	-11%	1%

Random excerpt: 2 entries already listed, in no set order.
SMILES	ALOX12 inh	HP1b chromo inh	RGS4 inh	JMJD2A Tudor inh	ERG-DNA inh	PI4K2A block	G9a inh	BAZ2B block	GLS inh
COc1cc2cc(C(c3nnnn3C3CCCC3)N3CCc4ccccc43)c(=O)[nH]c2cc1OC (stereo unspecified)	-27%	26%	10%	-11%	1%	-2	45µM*	-11%	1%
Cc1ccc(S(=O)(=O)N2CCN(C(=O)COc3ccc(Br)cc3)CC2)cc1	-4%	-14%	-34%	-11%	-4%[15.4 µM]	-1	11%[12.7 µM]	1%	-1%

Screening results deposited in PubChem BioAssay by National Center for Advancing Translational Sciences (NCATS).
